GRP78 ERSR act = ER stress response induction in glioma | U87-MG GRP78 promoter luciferase reporter, 16 h | Potency, µM, for the others: at the top dose activation, most hits filed as activators | hit rate 0.02% among 420,000 | AID 602332; also: potency is read from the fitted curve at half-maximal effect; series mostly up to about 76 µM; % of control where 0% means no effect; nearly all actives have a fitted effect of over 35% in size
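ERSR induction read as luciferase luminescence (Bright-Glo, 10 min at room temperature) in stably transfected human U87-MG glioma cells exposed to compounds for 16 h, using GRP78 as sensor.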
D1 antag = blocks dopamine activation of the human D1 receptor | P21728 | HEK293 TREx D1 cells, calcium flux, dopamine EC80; active compounds read low | activity change, negative = inhibition, % at 10 µM | hit rate 3.2% among 360,000 | AID 504652; in the data active = activity change below about -30%; also: % is scaled to controls: 0 for no effect and ±100 for the full control effect
Target sequence (P21728 whole entry, looked up): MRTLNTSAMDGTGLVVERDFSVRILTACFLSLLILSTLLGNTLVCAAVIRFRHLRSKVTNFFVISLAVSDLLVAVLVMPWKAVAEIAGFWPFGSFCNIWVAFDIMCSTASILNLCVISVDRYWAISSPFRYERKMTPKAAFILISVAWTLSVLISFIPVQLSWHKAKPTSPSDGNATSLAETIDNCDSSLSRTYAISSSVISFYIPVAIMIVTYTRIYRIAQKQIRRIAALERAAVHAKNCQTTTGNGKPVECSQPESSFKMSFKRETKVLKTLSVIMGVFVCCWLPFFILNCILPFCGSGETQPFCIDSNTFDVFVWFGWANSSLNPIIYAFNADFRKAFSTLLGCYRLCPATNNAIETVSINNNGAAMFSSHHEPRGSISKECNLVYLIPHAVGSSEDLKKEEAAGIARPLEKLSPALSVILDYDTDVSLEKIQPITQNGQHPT
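Inducible Hek293 Trex D1 cells (tetracycline, overnight, 30 C). Calcium dye 30–90 min RT. Antagonist mode: EC80 dopamine added after 180 s compound read.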
LDHA inh = inhibitors of human lactate dehydrogenase A | AID 1347041 | hit rate 0.15% among 480,000 | activity change, % (values are at about 110 or 230 µM) | purified LDHA, NADH/diaphorase-resazurin fluorescence; active compounds read low | P00338; in the data active = activity change below about -30%; inconclusive = mostly about -25% to -30%;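 also: plate controls were DMSO wells for no effect and wells without enzyme for full effect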
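LDH5 2 nM; NADH 0.06 mM, pyruvate 0.2 mM; 200 mM Tris pH 7.4, EDTA, Tween-20; 5 min RT. Detection: diaphorase 0.133 mg/mL + resazurin 37 µM, fluorescence ex540/em590 at 0 and 20 min; normalized to enzyme-free and DMSO wells.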
D1 potentiator = potentiators of human D1 dopamine receptor; AID 504651; hit rate 0.036% among 360,000; potentiation, % at 10 µM; HEK293 TREx D1 cells, calcium flux, dopamine EC20 potentiation; P21728; in the data active = potentiation above about 30%; also: 0% is about no effect
Vif-A3F inh = inhibitors of Vif-A3F interaction | HeLa A3F-eYFP + Vif (tagged APOBEC3F with the HIV-1 protein that degrades it), YFP fluorescence increase | Potency, µM (titrated, usually from 46.1 µM), for inactives: at the highest dose activity, negative = active | hit rate 0.2% among 390,000; also: potency is read from the fitted curve at half-maximal effect; % of control where 0% means no effect; nearly all actives have a fitted effect of over 65% in size
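Fluorescence increase (Ex 488/Em 500-530) after overnight compound treatment at 37 deg C flags inhibition of Vif-driven A3F-eYFP loss in stable HeLa A3F-eYFP/Vif cells seeded overnight beforehand.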
D2 potentiator = positive allosteric modulators of human D2 dopamine receptor; P14416; potentiation, % at 10 µM; HEK293 T-REx D2, calcium flux, EC20 dopamine potentiation; hit rate 0.34% among 340,000;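 active = potentiation over 3 SD above the plate norm, cut at about 30% in these data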; also: 0% is about no effect
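Potentiation of an EC20 dopamine calcium response measured kinetically over 180 s, after a preceding 180 s compound-only read flagging agonists. Cells: inducible Hek293 Trex D2 line, 4000/well, cultured overnight at 30 C before dye loading.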
D1 ag = agonists of human D1 dopamine receptor | P21728 | HEK293 T-REx D1 cells, calcium flux, agonist mode | activation, % at 2 µM | hit rate 1% among 360,000 | AID 504660; in the data active = activation above about 30%; also: 0% is about no effect
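Inducible HEK293 T-REx D1 cells, force-coupled to calcium signalling, were plated at 4000 cells/well with tetracycline and held overnight at 30 C. After no-wash calcium dye loading, compound-evoked calcium rise over 180 s flagged agonists.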
RXFP1 ag = RXFP1 (human) receptor agonism | Potency, µM (top dose mostly 57.5 µM), for inactives: at the top dose activation, usual class: activators | HEK293T-RXFP1 cAMP TR-FRET, 30 min; response scale: percent of porcine relaxin response, buffer zero | Q9HBX9 | hit rate 0.3% among 370,000; also: potency is read from the fitted curve at half-maximal effect; % is scaled to controls: 0 for no effect and ±100 for the full control effect; nearly all actives have a fitted effect of over 60% in size; many of its hits are not listed in these tables
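cAMP rise read by TR-FRET after 30 min, 37C compound exposure (up to 58 uM) in RXFP1-transfected HEK293 cells with Ro 20174 present. EC50 from Hill-equation fits, with 29 nM porcine relaxin as 100% and buffer as basal.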
Vif-A3G inh = inhibitors of Vif-APOBEC3G interaction | AID 602310 | Potency, µM (top dose mostly 46.1 µM), for the others: at the highest dose activity, negative = active, most hits filed as inhibitors | hit rate 0.076% among 410,000 | HeLa A3G-eYFP + Vif (tagged APOBEC3G with the HIV-1 protein that degrades it), YFP fluorescence, overnight | Q9HC16;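 also: potency is read from the fitted curve at half-maximal effect; % is scaled to controls: 0 for no effect and ±100 for the full control effect; nearly all actives have a fitted effect of over 60% in size; hits raise eYFP signal because A3G escapes Vif-driven loss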
Target sequence (Q9HC16 whole entry, looked up): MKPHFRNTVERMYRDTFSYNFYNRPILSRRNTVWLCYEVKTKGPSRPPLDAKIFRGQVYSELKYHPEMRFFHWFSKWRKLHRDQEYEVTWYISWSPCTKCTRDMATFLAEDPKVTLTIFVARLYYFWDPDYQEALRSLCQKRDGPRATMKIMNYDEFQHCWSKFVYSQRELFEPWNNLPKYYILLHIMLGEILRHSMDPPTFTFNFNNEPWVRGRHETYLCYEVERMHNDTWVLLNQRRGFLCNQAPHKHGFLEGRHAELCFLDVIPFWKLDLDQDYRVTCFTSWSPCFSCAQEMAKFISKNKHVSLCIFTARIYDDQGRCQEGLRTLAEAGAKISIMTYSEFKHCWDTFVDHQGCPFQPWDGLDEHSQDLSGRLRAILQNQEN
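Read-out is eYFP fluorescence (Ex 488/Em 500-530) from Vif-expressing HeLa A3G-eYFP cells; more signal means A3G escaped Vif-mediated degradation. Cells plated overnight, compound pinned in, incubated overnight at 37 deg C.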
Numbers without * were called inactive. Unless noted, calls follow the shape of the dose curve; as a rule, active = well fitted curve in the direction sought with a large enough effect; inconclusive = small, poorly fitted or top-dose-only effect, or another doubt; inactive = no such curve, though single readings can be large; an effect the other way counts as inactive or inconclusive. An excerpt. The share of hits here may be higher or lower than overall.

Results for COc1ccc(CCNC(=O)CS(=O)(=O)c2cn(CC(=O)N3CCOCC3)c3ccccc23)cc1OC ?
GRP78 ERSR act: 0%; D1 antag: 8; LDHA inh: 13; D1 potentiator: -3; Vif-A3F inh: -5%; D2 potentiator: 1; D1 ag: 3; RXFP1 ag: 3.1%; Vif-A3G inh: 2%

What do the screens show for `CCN(CC(=O)Nc1c(F)cccc1F)C(=O)CCc1c[nH]c2ccccc12`?
GRP78 ERSR act: -2%; LDHA inh: -14; D1 potentiator: 0; Vif-A3F inh: 15%; D2 potentiator: -6; D1 ag: -1; RXFP1 ag: 3.7%; Vif-A3G inh: 0%

How did C[C@@H]1CN([C@H](C)CO)C(=O)CCCn2nncc2CO[C@@H]1CN(C)C(=O)Cc1ccccc1 do in these assays?
GRP78 ERSR act: -1%; LDHA inh: -1; Vif-A3F inh: -2%; Vif-A3G inh: 1%

Results for CC(C)CC(=O)NC(=S)Nc1ccc(S(=O)(=O)NC(C)(C)C)cc1 ?
GRP78 ERSR act: -2%; D1 antag: -23; LDHA inh: -9; D1 potentiator: -2; Vif-A3F inh: -9%; D1 ag: 13; RXFP1 ag: -0.4%; Vif-A3G inh: 2%

Results for Cc1cc(C)n2nc(SCC(=O)Nc3ccc(F)cc3[N+](=O)[O-])nc2n1 ?
GRP78 ERSR act: -2%; LDHA inh: -1; Vif-A3F inh: -12%; Vif-A3G inh: 0%

Results for Cc1sc(NC(=O)c2ccccc2)c(C#N)c1-c1ccccc1 ?
GRP78 ERSR act: 0%; D1 antag: 9; LDHA inh: -6; D1 potentiator: 2; Vif-A3F inh: 6%; D2 potentiator: 5; D1 ag: 2; RXFP1 ag: 1.1%; Vif-A3G inh: -1%

How did CC(=O)c1cccc(-n2c(CCC(=O)O)ccc2-c2ccc(C)cc2)c1 do in these assays?
GRP78 ERSR act: -1%; D1 antag: -6; LDHA inh: -1; D1 potentiator: -4; Vif-A3F inh: -1%; D2 potentiator: -3; D1 ag: 5; RXFP1 ag: 1.7%; Vif-A3G inh: -1%

Results for O=C(c1ccco1)N1CCN(C(=O)c2ccc(COc3ccc(Cl)cc3Cl)o2)CC1 ?
GRP78 ERSR act: -3%; LDHA inh: 2; Vif-A3F inh: 7%; Vif-A3G inh: -12%

How did CC1CCC(NC(=O)COC(=O)C2=NN(c3ccccc3)C(=O)CC2)CC1 (centres undefined) do in these assays?
GRP78 ERSR act: -5%; D1 antag: -1; LDHA inh: 1; D1 potentiator: -1; Vif-A3F inh: 4%; D2 potentiator: -5; D1 ag: 0; RXFP1 ag: 0.7%; Vif-A3G inh: -5%

What do the screens show for `CC(C)Cn1c(N)c(C(=O)COC(=O)c2cc(C(F)(F)F)nc3c(C(F)(F)F)cccc23)c(=O)n(C)c1=O`?
D1 antag: 6; D1 potentiator: -2; D2 potentiator: 3; D1 ag: 2; RXFP1 ag: 5.8%

How did CCCNC(=O)Nc1nc2ccccc2s1 do in these assays?
GRP78 ERSR act: -3%; D1 antag: -72*; LDHA inh: -3; D1 potentiator: -15; Vif-A3F inh: 1%; D2 potentiator: -5; D1 ag: 4; RXFP1 ag: 0.0%; Vif-A3G inh: 0%

What do the screens show for `Cc1c(Cc2ccccc2)c(=O)oc2c(O)c(O)ccc12`?
GRP78 ERSR act: 0%; D1 antag: 3; LDHA inh: 37; D1 potentiator: 4; Vif-A3F inh: -2%; D2 potentiator: -13; D1 ag: 0; RXFP1 ag: 0.3%; Vif-A3G inh: 3%

Results for Cc1cc(C)cc(NC(=O)CN2CCN(C(=O)C3CCCO3)CC2)c1 (centres undefined) ?
GRP78 ERSR act: -3%; D1 antag: 10; LDHA inh: 3; D1 potentiator: 11; Vif-A3F inh: 9%; D2 potentiator: 14; D1 ag: 2; RXFP1 ag: 1.7%; Vif-A3G inh: -9%

Results for O=C(C1CC(=O)N(C2CCCC2)C1)N1CCC(Cc2ccccc2)CC1 (centres undefined) ?
GRP78 ERSR act: -1%; D1 antag: -38*; LDHA inh: -1; D1 potentiator: -14; Vif-A3F inh: -10%; D2 potentiator: -3; D1 ag: 7; RXFP1 ag: 1.8%; Vif-A3G inh: 0%

How did CCOC(=O)C1=C(C)N(C2CCCCC2)C(=O)C1 do in these assays?
GRP78 ERSR act: -3%; D1 antag: 12; LDHA inh: -7; D1 potentiator: 0; Vif-A3F inh: 2%; D2 potentiator: 4; D1 ag: 0; RXFP1 ag: 0.6%; Vif-A3G inh: 2%

Overlap with the part before: two compounds, then new ones.
Results for O=C(C1CC(=O)N(C2CCCC2)C1)N1CCC(Cc2ccccc2)CC1 (centres undefined) ?
GRP78 ERSR act: -1%; D1 antag: -38*; LDHA inh: -1; D1 potentiator: -14; Vif-A3F inh: -10%; D2 potentiator: -3; D1 ag: 7; RXFP1 ag: 1.8%; Vif-A3G inh: 0%

How did CCOC(=O)C1=C(C)N(C2CCCCC2)C(=O)C1 do in these assays?
GRP78 ERSR act: -3%; D1 antag: 12; LDHA inh: -7; D1 potentiator: 0; Vif-A3F inh: 2%; D2 potentiator: 4; D1 ag: 0; RXFP1 ag: 0.6%; Vif-A3G inh: 2%

What do the screens show for `COc1cccc(C2C3(C#N)C(N)=NC(OC)(OC)C23C#N)c1` (centres undefined)?
GRP78 ERSR act: -2%; D1 antag: -2; LDHA inh: -6; D1 potentiator: 6; Vif-A3F inh: 7%; D2 potentiator: -1; D1 ag: 1; RXFP1 ag: 1.4%; Vif-A3G inh: 2%

How did COc1ccc(NC(=S)N2CCc3ccccc3C2)cc1 do in these assays?
GRP78 ERSR act: -1%; D1 antag: -16; LDHA inh: -9; D1 potentiator: 6; Vif-A3F inh: -7%; D2 potentiator: -13; D1 ag: 7; RXFP1 ag: 2.8%; Vif-A3G inh: 0%

How did O=C(N/C(C(=O)N1CCOCC1)=C(\Sc1ncccn1)c1ccccc1)c1ccccc1 do in these assays?
GRP78 ERSR act: 1%; D1 antag: 10; LDHA inh: -11; D1 potentiator: -2; Vif-A3F inh: -8%; D2 potentiator: 8; D1 ag: 3; RXFP1 ag: -1.1%; Vif-A3G inh: -2%

Results for Cc1cc(C(=O)CSc2nnc(-c3ccccc3)n2Cc2ccc3c(c2)OCO3)c(C)n1C ?
GRP78 ERSR act: 0%; D1 antag: -15; LDHA inh: 5; D1 potentiator: -2; Vif-A3F inh: 4%; D2 potentiator: -2; D1 ag: 0; RXFP1 ag: 0.5%; Vif-A3G inh: -5%

How did O=[N+]([O-])c1ccc(N=Nc2ccc(O)c3ccccc23)cc1 do in these assays?
GRP78 ERSR act: 1%; LDHA inh: 29; Vif-A3F inh: inconclusive; Vif-A3G inh: inconclusive

How did CON(C)C(=O)c1ccccc1N(C)C(=O)OC(C)(C)C do in these assays?
GRP78 ERSR act: -4%; LDHA inh: -15; Vif-A3F inh: 1%; Vif-A3G inh: 0%

Results for Cc1ccccc1CNc1nnnn1C ?
GRP78 ERSR act: -1%; D1 antag: -17; LDHA inh: 0; D1 potentiator: -4; Vif-A3F inh: -3%; D1 ag: 1; RXFP1 ag: -0.3%; Vif-A3G inh: -1%

What do the screens show for `COc1ccc(C(=O)CSc2n[nH]c(-c3ccncc3)n2)cc1[N+](=O)[O-]`?
GRP78 ERSR act: -1%; D1 antag: 1; LDHA inh: -2; D1 potentiator: -2; Vif-A3F inh: -4%; D2 potentiator: -11; D1 ag: 0; RXFP1 ag: 0.2%; Vif-A3G inh: 0%

How did COc1ccc(NS(=O)(=O)c2cccc3cccnc23)cc1OC do in these assays?
GRP78 ERSR act: -3%; D1 antag: -10; LDHA inh: -5; D1 potentiator: -4; Vif-A3F inh: -20%; D2 potentiator: 5; D1 ag: 6; RXFP1 ag: 2.5%; Vif-A3G inh: 2%

What do the screens show for `C/C(=N\NC(=O)c1cccc(Br)c1)c1cccc(NC(=O)c2ccc(C)o2)c1`?
GRP78 ERSR act: 1%; D1 antag: 10; LDHA inh: 3; D1 potentiator: -3; D2 potentiator: 9; D1 ag: 1; RXFP1 ag: 0.1%; Vif-A3G inh: -2%

What do the screens show for `CN(C)CCNC(=S)Nc1cccc(Cl)c1`?
GRP78 ERSR act: -6%; D1 antag: 17; LDHA inh: -4; D1 potentiator: -10; Vif-A3F inh: 2%; D2 potentiator: -17; D1 ag: 10; RXFP1 ag: -1.1%; Vif-A3G inh: 1%

How did CCOc1ccc(/C=C/C(=O)N(C)CC(=O)Nc2cccc(F)c2)cc1OCC do in these assays?
GRP78 ERSR act: -7%; D1 antag: -3; LDHA inh: 0; D1 potentiator: 5; Vif-A3F inh: 0%; D1 ag: 0; RXFP1 ag: 0.6%; Vif-A3G inh: -5%

Results for Cc1cc(C)n2cc(CSC3=NCCS3)nc2n1 ?
GRP78 ERSR act: 4%; D1 antag: 8; LDHA inh: -1; D1 potentiator: -1; Vif-A3F inh: -10%; D2 potentiator: 5; D1 ag: 0; RXFP1 ag: 2.7%; Vif-A3G inh: -1%

What do the screens show for `COc1ccc(C)cc1NC(=O)n1ncc2c(C)cccc21`?
GRP78 ERSR act: -1%; D1 antag: 11; LDHA inh: 4; D1 potentiator: 1; Vif-A3F inh: 0%; D2 potentiator: -4; D1 ag: 5; RXFP1 ag: 2.6%; Vif-A3G inh: 0%

2 successive entries from above, for reference:
Results for Cc1cc(C)n2cc(CSC3=NCCS3)nc2n1 ?
GRP78 ERSR act: 4%; D1 antag: 8; LDHA inh: -1; D1 potentiator: -1; Vif-A3F inh: -10%; D2 potentiator: 5; D1 ag: 0; RXFP1 ag: 2.7%; Vif-A3G inh: -1%

What do the screens show for `COc1ccc(C)cc1NC(=O)n1ncc2c(C)cccc21`?
GRP78 ERSR act: -1%; D1 antag: 11; LDHA inh: 4; D1 potentiator: 1; Vif-A3F inh: 0%; D2 potentiator: -4; D1 ag: 5; RXFP1 ag: 2.6%; Vif-A3G inh: 0%

Screening data: PubChem, National Center for Advancing Translational Sciences (NCATS)
